# Compound activity deposited in PubChem by The Scripps Research Institute Molecular Screening Center.
# MITF primary: blocks human microphthalmia-associated transcription factor; O75030; AlphaScreen MITF homodimerization, bead proximity signal; inhibition, % at 2.6 µM; 0.91% of 650,000 active; in the data active = inhibition above about 50%;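 note: 0% = vehicle wells with protein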
# Target sequence (O75030 whole entry, looked up): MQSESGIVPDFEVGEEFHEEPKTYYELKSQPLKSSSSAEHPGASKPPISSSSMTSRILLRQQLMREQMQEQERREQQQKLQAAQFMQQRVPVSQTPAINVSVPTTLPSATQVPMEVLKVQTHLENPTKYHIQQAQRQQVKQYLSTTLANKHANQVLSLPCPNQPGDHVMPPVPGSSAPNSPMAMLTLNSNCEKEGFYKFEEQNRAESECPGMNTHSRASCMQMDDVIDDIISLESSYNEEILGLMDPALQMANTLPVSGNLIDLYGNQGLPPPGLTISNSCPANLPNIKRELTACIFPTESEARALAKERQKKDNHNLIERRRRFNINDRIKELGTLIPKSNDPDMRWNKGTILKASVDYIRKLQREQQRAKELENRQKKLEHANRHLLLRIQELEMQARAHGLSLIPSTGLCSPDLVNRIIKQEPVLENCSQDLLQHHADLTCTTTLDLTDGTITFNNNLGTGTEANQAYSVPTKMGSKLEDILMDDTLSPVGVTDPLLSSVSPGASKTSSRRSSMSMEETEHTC
# FBW7 activator: human FBW7 E3 ligase activation, primary screen; AlphaScreen FBW7–phospho-cyclin E peptide binding, activator screen; Q969H0; normalized activity (activation), % at 26.1 µM; 0.13% of 650,000 active; in the data active = normalized activity above about 1.9%;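 note: purified mutant Fbw7 with reduced substrate affinity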
# TEAD-YAP block: TEAD-YAP interaction inhibition; HEK-TIYL cells, TEAD-Gal4/YAP UAS-luciferase luminescence; inhibition, % at 9.12 µM; 1.4% of 640,000 active; in the data active = inhibition above about 32%;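 note: 0% = median of test compound wells and 100% = reference inhibitor wells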
# GPR151 activ: human GPR151 activation; Q8TDV0; PathHunter beta-arrestin GPR151 cells, luminescence; activation, % at 11.2 µM; 1% of 650,000 active; AID 1508602; in the data active = activation above about 4.9%;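 note: 0% = median of compound wells and 100% = cells with positive control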
# Target sequence (Q8TDV0 whole entry, looked up): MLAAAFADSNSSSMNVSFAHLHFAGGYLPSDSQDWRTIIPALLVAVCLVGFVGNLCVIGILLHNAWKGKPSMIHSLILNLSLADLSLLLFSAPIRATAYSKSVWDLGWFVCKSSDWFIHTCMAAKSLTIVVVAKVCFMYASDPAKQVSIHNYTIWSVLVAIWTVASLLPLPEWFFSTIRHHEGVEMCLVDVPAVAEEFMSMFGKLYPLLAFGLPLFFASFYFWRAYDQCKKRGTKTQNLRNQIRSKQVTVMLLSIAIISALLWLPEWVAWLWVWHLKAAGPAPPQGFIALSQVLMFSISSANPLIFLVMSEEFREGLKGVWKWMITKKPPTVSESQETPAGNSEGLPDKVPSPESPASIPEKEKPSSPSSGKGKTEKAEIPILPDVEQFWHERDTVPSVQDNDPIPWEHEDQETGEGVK
# * = called active by the depositor; . = not tested or not shown; & = joins results of further samples.
no.	molecule	MITF primary	FBW7 activator	TEAD-YAP block	GPR151 activ
1	CCN(c1ccc(NC(=O)CSc2nnc(C3CC3)n2N)cc1)C(C)C	-11	-0.2	-1	-1.1
2	CCn1c(SCC(=O)c2ccc3c(c2)OCCO3)nc2sc3c(c2c1=O)CCC3	-14	0.0	1	-1.1
3	Cc1nn(C(=O)c2cccs2)c(C)c1Sc1ccc(Br)cc1	3	-0.1	-6	-0.9
4	COc1ccc(OC)c(NC(=O)CSc2ccc3nnc(-c4cccs4)n3n2)c1	6	0.3	-1	0.2
5	COc1ccc(CN2C(=O)N(c3cccc(C)c3)C(=O)C2CC(=O)Nc2ccccc2)cc1 (configuration not stated)	-1	-0.1	1	0.5
6	C=COCCNc1cc(CC)nc2c3c(C)cc(C)nc3nn12	-12	0.0	1	1.7
7	CC(=O)NNc1ccc2nc(C)sc2c1	1	0.0	-7	0.1
8	CC1=NC(C)(C)Cc2c(C)ccc(C)c21	1	0.0	2	0.5
9	CCC(Sc1nc2ccsc2c(=O)n1Cc1ccccn1)C(=O)NCc1ccc(C)cc1 (configuration not stated)	7	-0.3	-2	-1.1
10	O=C1c2cccnc2C(=O)N1c1cccc(C(F)(F)F)c1	26	-0.8	-8	1.1
11	c1ccc(CNc2cc(-c3cccnc3)nc(-c3cccnc3)n2)cc1	4	0.1	7	-1.5
12	Cn1c(SC/C=C/c2ccccc2)nnc1-c1ccco1	14	0.3	-4	-2.5
13	CCOc1ccc(-n2c(=S)sc3c(=O)[nH]c(SCC(=O)Nc4nccs4)nc32)cc1	8	0.1	1	0.7
14	COc1ccc(C2=NN(S(C)(=O)=O)C(c3ccccc3C)C2)cc1OC (configuration not stated)	5	0.1	-2	-0.8
15	CCCCc1ccc(C(=O)Nc2ccc(Br)cn2)cc1	4	0.6	-40	-1.2
16	CCCOc1ccc(-c2nnc(-c3ccncc3)o2)cc1	5	-0.1	-70	-0.8
17	CCN(CC)S(=O)(=O)c1ccc(C)c(N)c1	11	-0.1	-7	0.9
18	CCOC(=O)c1c(NC(=O)/C=C/c2ccco2)sc(C)c1C	-5	0.1	-4	0.5
19	C=C(C)CSc1nc2c(c(=O)[nH]c(=O)n2C)n1Cc1ccccc1	-13	0.0	-8	0.1
20	O=C(c1ccc(OC2CCN(Cc3cccc4nonc34)CC2)cc1)N1CCCCC1	3	0.0	-1	0.6
21	CCC(CC)=NNC(=O)Cc1cn2ccsc2n1	-13	-0.1	1	0.2
22	COc1ccc2c(=O)c(Oc3ccccc3C(C)C)coc2c1	-10	-0.1	-6	-1.5
23	O=C(Nc1cccc(C(=O)N2CCN(c3ccc(F)cc3)CC2)c1)c1ccccc1	-5	0.7	2	5.6*
24	Cc1[nH]c2ccccc2c1SCC(=O)N1CCCCCC1	2	0.1	-4	-1.1
25	CS(=O)(=O)N1CCN(c2ccc(Cl)cc2[N+](=O)[O-])CC1	12	-0.2	3	0.2
26	COc1ccccc1NC(=O)C1CCCN(S(=O)(=O)c2cnc[nH]2)C1 (configuration not stated)	12	-0.1	-8	0.2
27	COc1cc2c(cc1OC)C(C)N(c1ccc(N3C(=O)CC(C)C3=O)cc1[N+](=O)[O-])CC2 (configuration not stated)	12	0.1	5	-0.2
28	CCNc1ncnc2sc(C(=O)N3CCC[C@H]3CO)c(C)c12	-4	0.1	-14	3.5
29	Nc1nc(NCCOc2ccccc2)cc(Nc2ccc(N3CCOCC3)cc2)n1	17	-0.2	-8	2.0
30	CCOC(=O)C1(Cc2ccccc2)CCCN(Cc2ccon2)C1 (configuration not stated)	-6	-0.1	-1	-0.3
31	Cc1ccc(NC(=O)/C(C#N)=C\c2cc(C)n(-c3cccnc3)c2C)cc1C	-11	0.1	-14	0.5
32	S=C(c1cn(CCOc2ccccc2Cl)c2ccccc12)N1CCOCC1	-5	-0.3	-5	-0.4
33	C[C@]12CCC(=O)C=C1CC[C@@H]1[C@@H]2[C@@H](O)C[C@@]2(C)[C@H]1CC[C@]2(O)C(=O)COC(=O)CCC(=O)O	7&4	-0.2&0.2	-7	0.0&-0.2
34	O=C1CCN(CCOc2ccccc2)CCN1Cc1ccccc1OC(F)F	6	-0.2	12	-1.6
35	O=C(O)c1cc(C(=O)O)cc(N2C(=O)C3C4c5ccccc5C(c5ccccc54)C3C2=O)c1 (configuration not stated)	-6	0.0	4	1.4
36	OC1CCC(NCc2ccc(OCC(O)CN3CCc4ccccc4C3)cc2)CC1 (configuration not stated)	-6	-0.1	-4	1.1
37	OC1(c2ccccc2F)CSC(=Nc2cccnc2)N1CCCn1ccnc1 (configuration not stated)	-3	0.0	12	-0.1
38	COC(=O)CN1C(=O)C(O)=C(C(C)=O)C1c1ccc(C)cc1 (configuration not stated)	17	-0.1	0	-0.3
39	COC(=O)c1ccccc1NC(=O)c1ccc(NC(=O)c2cccc(OC(C)=O)c2)cc1	1	0.0	-5	1.0
40	O=C(Nc1ccc(O)c(-c2nc3ccccc3o2)c1)c1ccc(Cl)cc1Cl	3	-0.1	9	1.9
41	COc1cc(NC(=O)C2CCN(c3ccc(Nc4cnccn4)nn3)CC2)cc(OC)c1OC	4	-0.2	-1	0.3
42	O=C1CCCN1CCCNc1nc(-c2ccccc2)nc2c1ncn2-c1ccsc1	10	0.1	30	0.5
43	Cc1noc(C)c1CSc1ncnc2sc3c(c12)CCC(C)C3 (configuration not stated)	6	0.0	4	3.2
44	CCc1cc2c(nc1CC)CCN(CC/C(C)=N/O[C@@H](C)c1cn([C@H](CO)Cc3ccccc3)nn1)C2	14	0.1	.	-0.3
45	c1ccc(OCCSc2nnnn2C2CCCCC2)cc1	3	0.7	-31	0.0
46	OCc1cn(-c2ccccc2)nn1	-3	0.0	-6	0.6
47	COc1ccc(/C(N)=N/OC(=O)c2c(-c3ccccc3Cl)noc2C)cc1OC	11	0.2	-6	0.4
48	Cc1cc(F)c(F)c(C(=O)N2CCN(c3cc(N4CCOCC4)c(F)cc3[N+](=O)[O-])CC2)c1Cl	-7	0.0	11	0.9
49	Cc1c(NC(=O)C2CC(c3ccccc3F)=NO2)c(=O)n(-c2ccccc2)n1C (configuration not stated)	9	1.3	15	0.1
50	Cc1cccc(NC(=O)C2CCC(CC[Si](C)(C)C)O2)c1N1CCC2(CC1)OCCO2 (configuration not stated)	8	0.1	8	0.6

# (listing goes on)
no.	molecule	MITF primary	FBW7 activator	TEAD-YAP block	GPR151 activ
51	CCOC(=O)c1c(CBr)n(C)c2cc(Br)c(OC(C)=O)cc12	8	0.2	7	-0.2
52	O=C(Cn1c(=O)n(Cc2ccco2)c(=O)c2oc3ccccc3c21)Nc1ccc(Cl)cc1	-1	-0.1	2	-1.8
53	Nc1ncnc2nc(SCc3nc4ccc([N+](=O)[O-])cc4[nH]3)[nH]c12	22	-0.3	5	-0.8
54	O=C(CN1C(=O)NC2(CCN(Cc3ccccc3)CC2)C1=O)Nc1cccc(F)c1	-2	-0.1	-1	-0.8
55	COc1ccc(-n2ncc3c(NCc4ccccc4Cl)ncnc32)cc1	0	0.3	-5	0.3
56	O=C1OC(/C=C/c2ccccc2)=NC/1=C/c1cccc(Cl)c1Cl	17	0.0	5	-1.8
57	CC(=O)Nc1ccc(C(=O)NNC(=O)c2cc([N+](=O)[O-])cc([N+](=O)[O-])c2)cc1	4	-0.1	-11	2.5
58	CC(OC(=O)CSCc1cccc(Cl)c1)C(=O)Nc1ccc(C(N)=O)cc1 (configuration not stated)	-8	0.0	2	-1.0
59	COc1ccc(-c2nc(SC)n(C(=O)c3ccc(OC)c(OC)c3)n2)cc1	-20	-0.2	-39	-2.2
60	O=C(NNC(=O)c1ccc(Cl)cc1Cl)c1ccc([N+](=O)[O-])cc1	5	0.0	2	1.6
61	CN1CCN(C(=S)SCC(=O)N2c3ccccc3CCc3ccccc32)CC1	-12	-0.2	9	-0.9
62	CCOC(=O)c1c(C)[nH]c(C)c1C(=O)CN1C(=O)C(=O)N(Cc2ccco2)C1=O	-5	-0.2	-2	1.5
63	C=CCSc1nnc2c(n1)OC(c1ccc(C)s1)Nc1ccccc1-2 (configuration not stated)	13	0.0	-15	-0.4
64	O=C(CCC(=O)N(CC(=O)NC1CCCCC1)Cc1cccs1)Nc1ccccn1	5	0.0	-4	-0.7
65	CCCc1cc(=O)[nH]c(SCC(=O)NCC2CCCO2)n1 (configuration not stated)	0	0.1	1	-0.1
66	CCOc1ccc(-c2cc(C(=O)N3CCN(c4ccc(Cl)cc4)CC3)c3ccccc3n2)cc1	0	-0.1	1	0.6
67	Cc1ccccc1S(=O)(=O)NC1=NCCCCC1	8	-0.1	-2	-0.3
68	CC(C)CC(C(=O)O)N1C(=O)C2C3c4ccccc4C(c4ccccc43)C2C1=O (configuration not stated)	-12	0.1	-7	-1.7
69	C1=C(c2ccccc2)Nc2ncnn2C1c1ccccc1 (configuration not stated)	-2	0.0	1	0.2
70	CCCS(=O)(=O)c1c(S(=O)(=O)CCC)c2ccc(C(C)=O)cn2c1C(=O)c1ccc(C)cc1	15	0.1	5	1.2
71	Cc1cccc2cc(CN(CCc3ccccc3)C(=O)C3CC3)c3nnnn3c12	5	0.5	9	0.4
72	CCCCCC1CC(CSc2ncn[nH]2)OC1=O (configuration not stated)	20	0.1	-5	0.1
73	CCN(c1ccccc1)c1nnc(NC(=O)Nc2cccc(OC)c2)s1	11	0.6	-8	2.8
74	COc1cc(C(=O)Nc2ccc(C(=O)N3C(C)CCCC3C)cc2)cc(OC)c1OC (configuration not stated)	20	0.1	12	0.2
75	CC1(C)CC2=NN(C(=O)c3ccco3)C(c3ccccc3)C2CO1 (configuration not stated)	8	-0.1	13	2.5

# An excerpt of these results, field by field.
72. CCCCCC1CC(CSc2ncn[nH]2)OC1=O (configuration not stated)
  MITF primary: 20; FBW7 activator: 0.1; TEAD-YAP block: -5; GPR151 activ: 0.1

73. CCN(c1ccccc1)c1nnc(NC(=O)Nc2cccc(OC)c2)s1
  MITF primary: 11; FBW7 activator: 0.6; TEAD-YAP block: -8; GPR151 activ: 2.8

74. COc1cc(C(=O)Nc2ccc(C(=O)N3C(C)CCCC3C)cc2)cc(OC)c1OC (configuration not stated)
  MITF primary: 20; FBW7 activator: 0.1; TEAD-YAP block: 12; GPR151 activ: 0.2

75. CC1(C)CC2=NN(C(=O)c3ccco3)C(c3ccccc3)C2CO1 (configuration not stated)
  MITF primary: 8; FBW7 activator: -0.1; TEAD-YAP block: 13; GPR151 activ: 2.5

# The listing picks up, repeating the two entries before the break.
no.	molecule	MITF primary	FBW7 activator	TEAD-YAP block	GPR151 activ
74	COc1cc(C(=O)Nc2ccc(C(=O)N3C(C)CCCC3C)cc2)cc(OC)c1OC (configuration not stated)	20	0.1	12	0.2
75	CC1(C)CC2=NN(C(=O)c3ccco3)C(c3ccccc3)C2CO1 (configuration not stated)	8	-0.1	13	2.5
76	O=C(Oc1ccccc1)c1ccc(-c2ccccc2)cc1	9	0.0	1	-0.3
77	O=C(Cn1cc(OCc2ccc(F)cc2)c(=O)cc1CO)N1CCOCC1	-1	0.1	10	0.8
78	COc1cccc(-c2csc(/C(C#N)=C\Nc3ccc(F)cc3)n2)c1	-21	-0.1	-9	-0.6
79	CCNC(=O)c1c(O)c2cccc3c2n(c1=O)CCC3	2	-0.1	-2	-0.3
80	Cc1sc2ncn(C(C)C(=O)O)c(=O)c2c1-c1ccc(Cl)cc1 (configuration not stated)	17	0.6	7	-1.1
81	Cc1cccn2c(=O)c3cc(C#N)c(=O)n(-c4ccccc4Br)c3nc12	10	0.2	1	-0.2
82	CC(C)CS(=O)(=O)C1=NN2C(=N)/C(=C\c3ccco3)C(=O)N=C2S1	10	-0.2	3	-0.2
83	CCCNc1nc(NCCC)nc(N2CCOCC2)n1	16	0.1	-3	-0.1
84	COC(=O)c1cc(C(=O)Nc2cccc(Br)c2)cc([N+](=O)[O-])c1	4	0.1	9	1.2
85	COc1cccc2c1OC1(CCN(C(=O)c3c(F)cccc3F)CC1)OC2	-12	-0.3	5	4.7
86	CCCS(=O)(=O)N1CCN(Cc2cc(Br)ccc2OC)CC1	54*	0.1	18	-0.8
87	CCCC(C)NC(=O)/C=C/c1ccccc1 (configuration not stated)	17	0.1	-27	-0.1
88	COC(=O)n1c(Cn2c(=O)oc3ccccc32)nc2ccccc21	-9	-0.2	-1	2.0
89	c1ccc(Cn2c(CSc3nnnn3-c3ccccc3)nc3ccccc32)cc1	1	0.0	3	-0.6
90	COc1cccc(CNS(=O)(=O)c2ccc(-n3cnnn3)c(C)c2)c1	13	0.0	8	0.6
91	COC(CNc1cc(-c2ccccn2)nc(-c2cccnc2)n1)OC	4	-0.1	13	-0.8
92	CC(=O)c1sc(NC(=O)C(C)C)nc1C	9	0.0	9	0.2
93	CCc1ccc(NC2CC(=O)N(c3ccc(OC)cc3OC)C2=O)cc1 (configuration not stated)	-19	-0.1	-6	-0.8
94	CCN(CC)CCCNC(=O)c1cc([N+](=O)[O-])ccc1Cl	14	0.0	-2	1.3
95	COC(=O)c1ccc(Cl)cc1NC(=O)c1cc(OC)ccc1Br	-3	0.0	37*	-1.1
96	COCC(C)NC(=O)/C(C#N)=C/c1cc(Br)ccc1OCc1ccccc1 (configuration not stated)	-3	-0.1	-8	0.1
97	NCCCC[C@@H]1NC(=O)[C@@H]2C[C@H](NC(=O)c3cccnc3Oc3ccc(Cl)cc3)CN2C1=O	14	0.3	13	1.1
98	Cc1ccccc1CNCc1c(C(=O)O)c(C)n(Cc2ccccc2C)c1C	6	0.0	-2	-1.0
99	O=C(CN1C(=O)C2C3C=CC(C3)C2C1=O)NCC12CC3CC(CC(C3)C1)C2 (configuration not stated)	13	0.6	7	-2.2

# Not a hit list (roughly 3.5% active in at least one column).
